Screens (PubChem BioAssay)
Ecoli viability – bacterial growth inhibition, counter-screen for AddAB inhibitors; AID 449728; inhibition, % at 11.9 µM; E. coli V3065 growth, OD600 absorbance, 18 h; 330,000 compounds, 0.27% hits;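 active means inhibition above the campaign's mean inhibition across all tested compounds plus 3 SD, cut at about 9.9% in these data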;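 further: uninfected addAB+ strain grown without phage in ampicillin broth; 0% = DMSO wells and 100% = ciprofloxacin 0.95 µg/ml wells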
AddAB inh – less growth of phage-infected E. coli with AddAB; 330,000 compounds, 0.29% hits; E. coli expressing H. pylori AddAB, absorbance growth; AID 435030; inhibition, % at 11.9 µM; in the data active means inhibition above about 12%;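 further: 0% = vehicle wells of infected cells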
Active calls of the source: *. An excerpt; count on the stated rates, not on these rows.

SMILES | Ecoli viability | AddAB inh
CCCCc1ccc(NC(=O)COc2ccc(C(=O)Nc3ccccc3C)cc2)cc1 | -0.1 | 1.6
Cc1cc(C)nc(N2CCN(c3ncnc4c3cnn4Cc3ccc(Cl)cc3Cl)CC2)n1 | -0.7 | 1.2
CCCC[C@@H]1C[C@H]1[C@@H](NC(=O)c1cccs1)c1ccc(Cl)cc1 | 1.7 | 0.2
Cc1c(N=C2NC(=O)/C(=C/c3cccc([N+](=O)[O-])c3)S2)c(=O)n(-c2ccccc2)n1C | 2.9 | 4.1
COc1ccc(NC(=O)Cn2cnc3c(nnn3-c3ccc(C)cc3)c2=O)cc1 | -0.6 | 1.9
CC1=NN(c2ccccc2)C(=O)/C1=C/c1c(O)n(-c2ccc(F)c(Cl)c2)[nH]c1=O | 0.3 | 1.1
Cc1cc2cc(C)c3nnc(SCC(=O)N4CCCc5ccccc54)n3c2cc1C | -1.8 | -1.9
COc1ccc(-n2nnc3c(SCC(=O)Nc4ccc5c(c4)OCCO5)ncnc32)cc1 | 1.3 | 5.5
CC1(C)S[C@@H]2[C@H](N=CN3CCCCCC3)C(=O)N2[C@H]1C(=O)O | 2.1 | 1.1
CCOc1ccc(NC(C)C(=O)N/N=C/c2ccc([N+](=O)[O-])cc2)cc1 (stereo unspecified) | 2.0 | 3.6
COC/C=C/C1=CC2=CC(=O)C(C)(OC(=O)c3cnc4ccccc4n3)C(=O)C2=CO1 (stereo unspecified) | -3.1 | -1.1
CC(=O)NS(=O)(=O)c1ccc(NC(=O)c2oc3c(Cl)cccc3c2C)cc1 | -0.4 | -0.3
Cc1cc(=O)[nH]c2c(C)c(Cl)ccc12 | -2.4 | 0.3
N#Cc1cc2c(nc1SCc1nc3ccccc3[nH]1)CCC2 | 0.7 | 3.3
CC1(C)C=Cc2c(ccc(-c3coc4cc(O)ccc4c3=O)c2O)O1 | 1.5 | 2.4
COc1cccc(C(=O)CC(=O)C(=O)Nc2cc(OC)c(OC)c(OC)c2)c1 | -2.7 | 0.6
CCOc1cccc(/C(O)=C2/C(=O)C(=O)N(CCN3CCOCC3)C2c2ccncc2)c1 (stereo unspecified) | -2.1 | 1.0
O=C1c2ccccc2S(=O)(=O)c2cc(N3CCc4ccccc4C3)ccc21 | -0.8 | 3.7
Cc1nn(Cc2ccccc2Cl)c(C)c1NC(=O)CSc1n[nH]c(C)c1[N+](=O)[O-] | 1.0 | 2.0
CCSc1nnc(NC(=O)c2cnccn2)s1 | -0.1 | 1.3
O=c1c(C=NCCN2CCNCC2)c(-c2ccccc2)[nH]n1-c1ccc([N+](=O)[O-])cc1 | -4.2 | -2.0
COc1ccc(C2=CC3=C(Br)C(=O)C(C)(OC(=O)c4ccc(Cl)nc4)C(=O)C3=CO2)cc1 (stereo unspecified) | 1.3 | -0.2
CC(C)C1=CC2=CCC3C(C)(C(=O)O)CCCC3(C)C2CC1 (stereo unspecified) (tested in a mixture with another compound) | -0.8 | 1.0
Cn1c(SCC(=O)NNC(=S)Nc2ccccc2)nnc1-c1ccncc1 | 0.4 | 0.3
COc1ccc(Nc2nc(-c3sc(NC(C)=O)nc3C)cs2)cc1 | -2.2 | -3.4
O=C(CN1C(=O)c2ccccc2C1=O)Oc1ccc(F)cc1 | -1.0 | 1.4
COC(=O)c1ccc(CSc2ccc3nnc(-c4ccc(OC)cc4)n3n2)o1 | -0.1 | 2.5
CC(C)(C)c1ccc(-c2nc(O)c(CC(=O)O)s2)cc1 | -1.1 | -1.3
Cc1ccc(C)c(C(C)NC(=O)C2C3CCC(O3)C2C(=O)O)c1 (stereo unspecified) | 0.4 | 0.3
CC(C)(C)C1=CC=C(C(C)(C)C)C(=O)C1=O | 0.2 | 0.8
Cn1c(=O)c2c3c(sc2n2c(SCc4ccccc4)nnc12)CCCC3 | -1.8 | -1.7
CCOC(=O)C1=C(CSc2nc(C)cc(C)c2C#N)OC(N)=C(C#N)C1c1cccs1 (stereo unspecified) | 0.8 | 1.4
COC(=O)C/C=C/[C@@H](C)[C@@H](/C=N/O[C@H](C)c1cn([C@@H]2COC[C@H]2O)nn1)NS(=O)(=O)c1ccc(C)cc1 | 0.9 | 1.9
CCCCC(=O)N(Cc1ccc(-c2ccccc2-c2nn[nH]n2)cc1)[C@H](C(=O)O)C(C)C | -2.3 | 0.3
COCCNC(=O)/C(C#N)=c1\s/c(=C\c2ccccc2OC(F)F)c(=O)n1Cc1ccccc1 | 0.5 | 4.4
CC(C)NCCCCOc1ccccc1-c1ccccc1 | -2.0 | 1.6
Cc1ccc(S(=O)(=O)n2[nH]c(=O)cc2NC(=O)c2cccs2)cc1 | 0.9 | -0.6
O=C(N=Nc1c(O)n(C2OC(=O)c3ccccc32)c2ccccc12)c1ccco1 (stereo unspecified) | 1.0 | 0.0
CC1(C(=O)CSc2ncn[nH]2)CCC(=O)O1 (stereo unspecified) | -0.3 | 1.5
CC(C)OC(=O)c1c(NC(=O)c2cnn3c2NC(c2ccccc2)CC3C(F)F)sc2c1CCCC2 (stereo unspecified) | 1.9 | 1.4
O=C(Nc1nc2c(ccc3ccccc32)s1)c1cc([N+](=O)[O-])ccc1N1CCOCC1 | 1.9 | 1.3
O=C(CSc1nc2[nH]ncc2c(=O)n1-c1ccccc1)N1CCCCCC1 | 3.4 | 3.2
O=C1CSC(=S)N1c1ccc(F)cc1 | 1.4 | 1.4
Cc1cc(C)cc(N(C(=O)CCC(=O)Nc2ccccn2)C(C(=O)NC(C)C)c2ccc(O)cc2)c1 (stereo unspecified) | -1.3 | 4.1
CC(Oc1ccc(Cl)cc1Cl)C(=O)Nc1ccc(S(=O)(=O)Nc2cnc3ccccc3n2)cc1 (stereo unspecified) | -0.2 | 1.4
Cc1ccccc1C1C2=C(Nc3[nH]n(-c4ccccc4)c(=O)c31)c1ccccc1C2=O (stereo unspecified) | 1.0 | 2.9
NC(Cc1ccc(Oc2ccc(O)cc2)cc1)C(=O)O (stereo unspecified) | 0.8 | -3.0
C=C1/C(=C\C=C2/CCC[C@]3(C)[C@@H]([C@H](C)/C=C/[C@@H](O)C4CC4)CC[C@@H]23)C[C@@H](O)C[C@@H]1O | -1.1 | -2.2
COc1cccc(OCCOCCNCCO)c1 | 3.7 | -0.8
Cc1nc2sccn2c(=O)c1CCN1CCC(=C(c2ccccc2)c2ccc(F)cc2)CC1 | -0.9 | -1.6
O=C(CSc1nc2[nH]ncc2c(=O)n1-c1ccccc1)N1CCCc2ccccc21 | -0.2 | 1.5
CC1CCN(c2c(NCC3CCC(C(=O)NCCCc4ccccc4)CC3)c(=O)c2=O)CC1 (stereo unspecified) | 1.4 | 1.8
CC1=NN(c2nc3ccccc3[nH]2)C(=O)C1Cc1ccccc1 (stereo unspecified) | -0.8 | 3.2
COc1ccc(C2C3=C(Nc4ncnn42)c2ccccc2CC3)cc1OC (stereo unspecified) | -0.2 | -5.7
Cc1cc(/C=C(\C#N)c2nnc(N3CCOCC3)n2-c2ccccc2)c(C)n1-c1ccccc1 | -0.2 | 2.4
Cc1nn(C)cc1CNC(=O)C1C2CCC(O2)C1C(=O)O (stereo unspecified) | -0.3 | 2.4
CC1(C(=O)NC(=S)N(CCC#N)Cc2cccnc2)CC1(Cl)Cl (stereo unspecified) | -0.3 | 0.8
CCc1nnc(NC(=O)CN2C(=O)/C(=C/c3ccc(OC)c(OC)c3)SC2=S)s1 | 0.1 | 1.7
NC(=O)N=Nc1c(O)[nH]c2c(Br)cc(Br)cc12 | 2.7 | 2.8
Cc1cc(NC(=O)CN2CCN(Cc3ccccc3)CC2)nc2c1c(=O)oc1ccccc12 | -1.4 | 0.9

Later entries:
SMILES | Ecoli viability | AddAB inh
CC(=O)c1ccc(N2CCN(CC(=O)Nc3ccc(N4CCOCC4)cc3)CC2)cc1 | -1.3 | 3.1
O=S1(=O)CCOCCN1Cc1ccc(Cl)cc1Cl | 0.3 | 2.8
O=C1c2ccccc2C(=O)N1OS(=O)(=O)c1ccccc1 | -0.2 | 1.6
COc1cc(NC(=O)c2ccc(C)c([N+](=O)[O-])c2)ccc1NC(=O)c1ccco1 | 2.0 | 3.5
O=C1COc2ccc(N3C(=O)C=CC3=O)cc2N1 | 0.1 | 4.3
CCOC(=O)N1CCC(NC(=O)C2CCN(S(=O)(=O)c3cccc4cccnc34)CC2)CC1 | -2.8 | -1.6
Cc1oc2c(c1C(=O)NCc1cccnc1)C(=O)c1ccccc1C2=O | -1.2 | 1.9
O=C(Nc1cccnc1Oc1ncnc2cc(Cl)ccc12)c1ccc(F)cc1 | 1.0 | -1.1
COc1ccc(S(=O)(=O)N2CC(C)N(S(=O)(=O)c3ccc(OC)cc3)CC2C)cc1 (stereo unspecified) | -1.3 | 1.4
CC1(C)NC(=O)N(CCCCOc2ccccc2[N+](=O)[O-])C1=O | 2.7 | 3.6
CCCCNc1c(N)n(CCCC)c(=O)[nH]c1=O | -1.4 | 2.9
O=C(NCc1ccco1)c1ccc2nc3sc4c(c3c(=O)n2c1)CCCC4 | -2.4 | 0.1
Cc1sccc1C1C(C#N)=C(N)SC(N)=C1C#N | 2.3 | -0.7
COc1ccc(C2=NN(C(=O)c3ccco3)C(c3cc4ccccc4nc3Cl)C2)cc1 (stereo unspecified) | 2.4 | 3.8
CC(C)=CCC12Oc3cc(O)ccc3C1(O)Oc1cc(O)c([C@H]3C=C(C)CC(c4ccc(O)cc4O)[C@H]3C(=O)c3ccc(O)cc3O)c(O)c1C2=O (stereo partly specified) | -2.0 | 2.7
COC(=O)[C@@H]1CC[C@H](C)[C@@H](c2ccc(C)cc2)N1C(=O)c1ccc(/C=N/OCC[C@@H]2C=C[C@H](OC(C)=O)[C@@H](COC(C)=O)O2)cc1 | -2.0 | 4.2
CCCCCCCCCCC(=O)NNC(=O)c1c(O)c2ccccc2n(CC)c1=O | -2.8 | 0.3
c1ccc(CCCOCCC2CO2)cc1 (stereo unspecified) | 0.2 | -0.5
CCN1C(=O)[C@H]2[C@H]3[C@H](O)[C@H](O)C/C(=N\O[C@H](C)c4cn([C@H](CO)Cc5ccccc5)nn4)[C@@H]3CC[C@H]2C1=O | 1.8 | -0.3
CCSc1nnc(NC(=O)C2CCN(S(=O)(=O)c3c(C)c(C)cc(C)c3C)CC2)s1 | 0.0 | 0.7
O=C(COc1ncnc2scc(-c3ccccc3)c12)NCCN1C(=O)CSC1=O | -1.9 | -1.0
Fc1cccc(-n2c(-c3cccs3)nc3nc4ccccc4nc32)c1 | -0.8 | 3.5
Cc1nc2ccccc2c(=O)n1/N=C1\C(=O)N(C)c2ccccc21 | -1.4 | 0.8
Cc1cc2oc(=O)cc(Cn3nnc(-c4ccc(Cl)cc4)n3)c2cc1C(C)C | 0.0 | 1.9
Cc1ccccc1Nc1nnc(SCc2nc3ccccc3c(=O)[nH]2)s1 | 1.3 | 1.5
O=C1N[C@H](C(=O)O)CS1 | -2.5 | -1.8
COc1ccc(CCNC(=O)C(NS(=O)(=O)c2ccc3c(c2)CCN3C(C)=O)C(C)C)cc1OC (stereo unspecified) | -0.7 | -0.4
CCOC(=O)/C(C#N)=C1\SS/C(=C(/C#N)C(=O)OCC)S1 | 1.5 | -2.1
CCOc1ccccc1Nc1nc(-c2sc(NC(=O)c3ccc([N+](=O)[O-])cc3)nc2C)cs1 | 0.1 | 3.4
COc1ccc(Nc2cc(C(=O)NCc3cccnc3)c3ccccc3n2)c(OC)c1 | -1.4 | 1.8
CCOc1cc(N2CCOCC2)c(OCC)cc1NC(=O)COc1ccc2ccc(=O)oc2c1 | 0.6 | -1.1
CN1CCN(C(CC(=O)Nc2cccc(O)c2)C(=O)O)CC1 (stereo unspecified) | -1.0 | 3.3

15 structures already listed, ordered by heavy-atom count, ascending:
SMILES | Ecoli viability | AddAB inh
O=C1N[C@H](C(=O)O)CS1 | -2.5 | -1.8
c1ccc(CCCOCCC2CO2)cc1 (stereo unspecified) | 0.2 | -0.5
CCOC(=O)/C(C#N)=C1\SS/C(=C(/C#N)C(=O)OCC)S1 | 1.5 | -2.1
CN1CCN(C(CC(=O)Nc2cccc(O)c2)C(=O)O)CC1 (stereo unspecified) | -1.0 | 3.3
Cc1ccccc1Nc1nnc(SCc2nc3ccccc3c(=O)[nH]2)s1 | 1.3 | 1.5
Cc1cc2oc(=O)cc(Cn3nnc(-c4ccc(Cl)cc4)n3)c2cc1C(C)C | 0.0 | 1.9
O=C(COc1ncnc2scc(-c3ccccc3)c12)NCCN1C(=O)CSC1=O | -1.9 | -1.0
CCCCCCCCCCC(=O)NNC(=O)c1c(O)c2ccccc2n(CC)c1=O | -2.8 | 0.3
COc1ccc(Nc2cc(C(=O)NCc3cccnc3)c3ccccc3n2)c(OC)c1 | -1.4 | 1.8
CCOc1ccccc1Nc1nc(-c2sc(NC(=O)c3ccc([N+](=O)[O-])cc3)nc2C)cs1 | 0.1 | 3.4
CCOc1cc(N2CCOCC2)c(OCC)cc1NC(=O)COc1ccc2ccc(=O)oc2c1 | 0.6 | -1.1
COc1ccc(CCNC(=O)C(NS(=O)(=O)c2ccc3c(c2)CCN3C(C)=O)C(C)C)cc1OC (stereo unspecified) | -0.7 | -0.4
CCN1C(=O)[C@H]2[C@H]3[C@H](O)[C@H](O)C/C(=N\O[C@H](C)c4cn([C@H](CO)Cc5ccccc5)nn4)[C@@H]3CC[C@H]2C1=O | 1.8 | -0.3
COC(=O)[C@@H]1CC[C@H](C)[C@@H](c2ccc(C)cc2)N1C(=O)c1ccc(/C=N/OCC[C@@H]2C=C[C@H](OC(C)=O)[C@@H](COC(C)=O)O2)cc1 | -2.0 | 4.2
CC(C)=CCC12Oc3cc(O)ccc3C1(O)Oc1cc(O)c([C@H]3C=C(C)CC(c4ccc(O)cc4O)[C@H]3C(=O)c3ccc(O)cc3O)c(O)c1C2=O (stereo partly specified) | -2.0 | 2.7
